High-throughput results (PubChem)
Ecoli viability – E. coli V3065 growth inhibition, primary screen, counter-screen for AddAB inhibitor project, absorbance, OD600. 330,000 compounds, 0.27% hits. inhibition, % at 11.9 µM. 18 h;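 active = inhibition above the campaign's mean inhibition across all tested compounds plus 3 SD, cut at about 9.9% in these data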;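 note: uninfected addAB+ strain grown without phage in ampicillin broth; 0% = DMSO wells and 100% = ciprofloxacin 0.95 µg/ml wells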
PfHsp90 yeast 2 – growth inhibition of PfHsp90-expressing yeast, primary screen, antimalarial PfHsp90 inhibitor project, S. cerevisiae, BacTiter-Glo luminescence, single point, set 2. BacTiter-Glo ATP, 48 h; yeast lacking PDR1 and PDR3 efflux regulators. inhibition, % at 9.4 µM. 310,000 compounds, 0.32% hits. AID 504621, 2011;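 active = every replicate shows inhibition above about 80%, whatever the replicate mean, limit read from the data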;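 note: 0% = DMSO neutral controls and 100% = 20 µM radicicol positive controls; yeast relying on Plasmodium falciparum Hsp90 in place of its own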
AddAB inh – growth inhibition of E. coli expressing H. pylori AddAB, primary screen, AddAB inhibitor project, absorbance. inhibition, % at 11.9 µM. 330,000 compounds, 0.29% hits. AID 435030, 2010; in the data active = inhibition above about 12%;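 note: 0% = vehicle wells of infected cells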
phage Ecoli inh – growth loss of phage-infected E. coli, primary screen, RecBCD inhibitor project, absorbance, with phage, HTS. inhibition, % at 11.9 µM. 360,000 compounds, 0.26% hits. AID 651602, 2012; in the data active = inhibition above about 11%
SUMO Mot1 rescue – yeast Mot1-301 growth rescue at high temperature, primary screen, SUMOylation pathway inhibitor project, S. cerevisiae, ATP luminescence, 38.5C; S. cerevisiae Mot1-301 growth rescue; percent above DMSO median, 100 means doubled; growth rescue, % at 18.8 µM; 320,000 compounds, 1% hits;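 active = every valid replicate shows activation above 250% relative to neutral control wells; inactive = the rest, any valid replicate at or below 250%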;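 note: OY570 slx delta 5 strain wells were the positive control but not used for scaling; some compounds called inactive have numbers as strong as hits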
Tat export inh – E. coli Tat export inhibitors, primary screen, MC4100, TorA-mCherry reporter, fluorescence, single point. inhibition, % at 10 µM. 340,000 compounds, 0.036% hits. AID 488895, 2010;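 active = mean replicate inhibition at least 50% and at least half of replicates individually reaching 50%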;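 note: exported cargo escapes ClpAP degradation while cytoplasmic cargo is degraded and loses fluorescence; 0% = median of neutral control wells and 100% = median of NaSCN control wells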
MOR-DOR ag – agonists of OPRM1-OPRD1 heterodimerization, primary screen, cell-based, luminescence; Mu-type opioid receptor (Homo sapiens) + Delta-type opioid receptor (Homo sapiens), …; cells; activation, % at 9.3 µM; 340,000 compounds, 0.3% hits; AID 504326, 2011; in the data active = activation above about 18%;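 note: 0% = vehicle-treated cells and 100% = reference agonist; values of inactives mirror those of a sister screen read the other way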
PKA-R1A activ – activators of PKA-R1A holoenzyme, primary screen, biochemical, fluorescence polarization, Cy5-IP20, bovine R1A, mouse PKAc. PKA-R1A dissociation; scaled: DMSO 0%, 113 µM cGMP 100%. activation, % at 11.4 µM. AID 504707, 2011. cAMP-dependent protein kinase type I-alpha regulatory subunit (Bos taurus) + …. 340,000 compounds, 0.083% hits;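 active = percent activation above the mean of all tested compounds plus 3 SD, cut at about 19% in these data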;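 note: higher means more PKAc released from R1A so a rise in polarization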
HTR5A inv ag – HTR5A inverse agonists in luminescence cell assay, primary screen, counter-screen for OPRM1-OPRD1 heterodimer inverse agonist project, full-deck HTS; 5-hydroxytryptamine receptor 5A (Homo sapiens), P47898; HTR5A cell line, inverse agonism; inhibition, % at 9.3 µM; 340,000 compounds, 0.083% hits; in the data active = inhibition mostly above about 23%, no sharp cut-off; inactive = mostly below about 18%;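 note: 0% = cells with DMSO and 100% = no-cell wells with DMSO; some compounds called inactive have numbers as strong as hits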
Target sequence (P47898 whole entry, looked up): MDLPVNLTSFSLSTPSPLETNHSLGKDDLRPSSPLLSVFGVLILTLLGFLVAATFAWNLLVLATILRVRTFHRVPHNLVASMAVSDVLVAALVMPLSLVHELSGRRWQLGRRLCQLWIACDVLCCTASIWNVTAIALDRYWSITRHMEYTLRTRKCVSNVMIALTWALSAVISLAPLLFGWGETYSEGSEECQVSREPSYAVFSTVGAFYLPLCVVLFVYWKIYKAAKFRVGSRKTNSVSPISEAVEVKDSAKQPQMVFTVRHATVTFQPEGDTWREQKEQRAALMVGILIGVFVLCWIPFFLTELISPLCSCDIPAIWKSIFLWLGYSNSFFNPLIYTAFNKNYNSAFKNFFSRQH
MOR-DOR inv ag – inverse agonists of MOR-DOR heterodimerization, primary screen, cell-based, luminescence | Mu-type opioid receptor (Homo sapiens) + Delta-type opioid receptor (Homo sapiens), … | cell-based MOR-DOR heterodimer luminescence, inverse agonism | inhibition, % at 9.3 µM | 340,000 compounds, 0.21% hits | AID 504357, 2011; in the data active = inhibition above about 22%, passing the limit was not always enough;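 note: 0% = cells with DMSO and 100% = wells without cells with DMSO; values of inactives mirror those of a sister screen read the other way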
PKA-R2B activ – activators of PKA-R2B holoenzyme, primary screen, biochemical, fluorescence polarization, Cy5-IP20, human | PKA-R2B holoenzyme dissociation; R2B truncated from residue 108, S112A mutant; 0% DMSO only, 100% 113 µM cGMP | 340,000 compounds, 0.079% hits | activation, % at 11.4 µM;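 active = activation above a cutoff set at the mean over all compounds plus 3 SD, cut at about 18% in these data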;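 note: higher means more holoenzyme dissociation and a rise in polarization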
Target sequence (P31323 whole entry, looked up, other chains not shown, the tested form may be a part): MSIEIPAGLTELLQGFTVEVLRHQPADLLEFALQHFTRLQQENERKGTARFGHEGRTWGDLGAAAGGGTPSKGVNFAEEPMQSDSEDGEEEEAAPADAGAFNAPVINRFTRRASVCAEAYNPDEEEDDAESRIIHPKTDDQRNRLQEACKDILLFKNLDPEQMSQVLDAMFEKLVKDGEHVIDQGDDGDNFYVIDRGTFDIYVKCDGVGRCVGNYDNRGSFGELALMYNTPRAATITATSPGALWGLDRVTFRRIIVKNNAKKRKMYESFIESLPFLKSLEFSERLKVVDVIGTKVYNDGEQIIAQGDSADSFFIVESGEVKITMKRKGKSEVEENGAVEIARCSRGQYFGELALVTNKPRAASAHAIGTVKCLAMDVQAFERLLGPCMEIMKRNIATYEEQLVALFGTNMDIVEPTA
Starred values were filed as active, the others as inactive; x = no result given.

Compound	Ecoli viability	PfHsp90 yeast 2	AddAB inh	phage Ecoli inh	SUMO Mot1 rescue	Tat export inh	MOR-DOR ag	PKA-R1A activ	HTR5A inv ag	MOR-DOR inv ag	PKA-R2B activ
O=[N+]([O-])c1ccc(OCc2cnc(Cl)s2)cc1	x	2	x	2.6	x	-9	-1.3	3	-17	7	-2
Cc1[nH]c(=S)[nH]c(=O)c1CCOc1ccccc1	-2.8	-2	3.1	2.7	-8	1	-2.2	7	-2	12	-8
Cc1ccc(NC(=O)c2cc(-c3ccccc3)nn2-c2ccccc2)c(Br)c1	-2.0	-10	1.7	3.5	-6	0	2.1	-7	-1	-11	-7
CCOC(=O)c1ccc(N=C2S/C(=C\c3cc(C)n(-c4cccnc4)c3C)C(=O)N2C)cc1	3.1	7	0.6	2.7	x	-6	-1.5	-6	-33	8	-2
Cc1ccc(Cn2ccnc2C(=O)Nc2ccccc2)cc1	0.3	10	1.5	3.5	-11	-5	-4.2	-3	7	21	-6
COc1ccc(NC(=O)C2CCN(C(=O)c3cccs3)CC2)cc1	-0.1	-22	0.6	1.4	-4	-2	-2.5	3	15	14	-3
CCS(=O)(=O)CCSC(=N)N	-2.1	8	1.0	4.4	-7	-1	-4.3	-9	-14	20	0
Cc1ccc(C)c(C(=O)COC(=O)c2ccc(C)c(S(=O)(=O)N3CCOCC3)c2)c1	0.2	-27	0.8	-0.2	25	0	1.0	0	-11	-5	-5
CCOc1cc(N2CCOCC2)c(OCC)cc1NC(=O)COC(=O)CCc1c[nH]c2ccccc12	-4.4	-1	-1.3	1.9	1	9	-0.5	-10	-17	2	-4
COc1ccccc1CN(Cc1nc2ccccc2c(=O)[nH]1)S(=O)(=O)c1ccc(C)cc1	0.4	-2	0.8	2.6	9	-1	-0.6	-5	-17	4	4
CCOC(=O)c1c(N)sc2c1CCC(CC)C2 (centres undefined)	-0.8	0	-1.3	2.3	x	4	1.6	-9	-35	-9	-10
CC(=O)Nc1ccc(S(=O)(=O)N2CC3(C)CC2CC(C)(C)C3)cc1 (centres undefined)	-0.9	-8	-0.5	4.1	-14	3	-1.1	6	7	6	0
CC(C)N1CCC(N2CCN(Cc3nc4ccccc4s3)CC2CCO)CC1 (centres undefined)	-1.2	12	2.0	-2.3	169	-4	-1.0	-5	-4	5	-2
CCC1=NN2C(=N)/C(=C\c3ccc(OCc4cc(=O)n5nc(CC)sc5n4)c(OC)c3)C(=O)N=C2S1	x	4	x	3.7	x	-8	-4.5	-1	8	23	7
CCC(NS(=O)(=O)c1ccc(C)cc1)C(=O)Nc1ccc(NC(C)=O)cc1 (centres undefined)	0.4	x	2.4	-0.6	18	-5	-1.8	-6	18	9	-16
CCC(C)[C@H](NC(=O)N1CC(=O)Nc2ccccc21)C(=O)N1CCC[C@@H]1C(=O)O (some centres undefined)	-0.7	-24	1.5	3.9	-12	-5	15	-9	15	-78	1
COc1ccc(CNC(=O)CN2C(=O)NC3(CCCc4sccc43)C2=O)cc1OC (centres undefined)	-0.3	-10	1.3	-0.6	-4	-4	-3.4	-18	10	14	-3
Nc1nc(N)c2nc(-c3ccccc3)c(N)nc2n1	3.3	-26	2.1	2.9	x	1	-0.9	1	-6	5	12
O=C(CCCc1ccccc1)Nc1nncs1	0.6	-28	1.9	2.3	-12	8	-1.7	-4	1	10	-5
CC(Oc1ccccc1)C(=O)Nc1nnc(C2CCCCC2)s1 (centres undefined)	-1.4	-17	2.2	3.9	1	5	6.5	2	-17	-30	1
O=S(=O)(c1ccc(-c2ccon2)s1)N1CCCC1	-0.6	4	0.7	3.8	-7	-5	0.8	-4	-29	-4	-6
COc1cccc(NC(=O)N2CCCC2C(=O)NC23CC4CC(CC(C4)C2)C3)c1 (centres undefined)	2.1	-1	1.0	1.4	-12	-5	-1.4	-4	16	10	-1
O=C(Nc1ccc(F)cc1)c1nc[nH]c1C(=O)Nc1ccc([N+](=O)[O-])cc1	0.5	2	0.7	5.1	159	4	-0.3	-2	3	2	-11
O=C(Nc1ccc(Cl)cc1)C1C2CCCCC21 (centres undefined)	-1.5	11	1.3	4.1	-7	6	2.4	5	-50	-13	2
O=C(c1ccc(S(=O)(=O)N2CCCCCC2)cc1)N1CCN(c2ccccc2F)CC1	0.5	-9	-1.7	0.6	-4	8	-3.0	7	4	16	6
CCCN1CCN(CCCNC(=O)c2cc3c(=O)[nH]c4ccc(C)cc4c3s2)CC1	-2.2	12	-1.3	1.0	-21	-1	0.3	3	11	-1	-4
CC(/C=N/Nc1nncc(=O)[nH]1)=C\c1ccccc1	1.6	-2	0.6	3.2	9	-14	-3.9	-8	-4	21	-10
COc1ccc(-c2cc(C(=O)NN3CCOCC3)c3ccccc3n2)cc1OC	x	13	x	1.2	x	-1	-3.0	0	-13	16	-3
CCOc1ccc(NC(=O)CN(C)C(=O)c2ccccc2SCc2c(C)noc2C)cc1OCC	0.0	x	-0.9	-0.5	-26	-5	-2.7	4	4	14	-4
Cc1cccc(-n2ncc3c(NNC(=O)c4ccco4)ncnc32)c1	-3.6	-17	0.8	-0.4	119	-9	-2.1	-3	-8	12	12
CCOC(=O)[C@@H]1[C@H]2COc3ccccc3[C@H]2N2C(=O)N(c3cccc(C)c3)C(=O)[C@]12C	1.6	7	3.8	1.4	36	-1	-1.0	-5	-14	6	-13
COC(=O)C1CCCN1C(=O)c1cccs1 (centres undefined)	-3.6	8	1.9	2.5	-3	-1	-0.5	-21	6	2	-15
Cc1ccc(C)c(SCC(=O)N(C)C2CCS(=O)(=O)C2)c1 (centres undefined)	2.1	32	1.3	0.5	-15	-7	-1.8	2	8	8	-6
O=c1oc2ccccc2c(Nc2cccc(O)c2)c1[N+](=O)[O-]	-3.2	-15	0.5	0.1	1	-3	-1.4	-1	14	9	1
O=c1[nH]cnc2c1ncn2Cc1ccc([N+](=O)[O-])cc1	-0.7	1	0.7	0.7	-18	-4	-4.0	2	-16	21	1
CCC(C)N(C(=O)Cn1nnc(-c2ccc(F)cc2)n1)C1CCS(=O)(=O)C1 (centres undefined)	0.8	1	-1.7	2.0	-1	3	-2.0	-3	9	14	-6
O=C(Nc1cccnc1)c1cc2nc(C3CC3)cc(C(F)(F)F)n2n1	0.3	7	0.6	1.8	40	-6	-5.5	-3	0	23	-2
O=C(NCc1ccc(F)cc1)c1cccnc1C(=O)O	1.3	-19	0.2	0.9	-5	1	-0.8	14	-6	4	-1
CC1(C)CC(=O)C(N=Nc2ccc(S(=O)(=O)N3CCCCCC3)cc2)=C(O)C1	1.9	-3	4.3	-0.6	66	10	-0.9	4	18	4	-3
Cn1c(C(=O)NCc2cccs2)cc2oc3ccccc3c21	4.5	20	1.8	3.3	x	13	2.6	-14	-5	-15	-11
Cc1nnc(NC(=O)C(C)Sc2nnc(-c3ccco3)n2C(C)C)s1 (centres undefined)	-1.1	4	2.5	1.8	83	-10	-1.6	1	2	9	-4
O=c1cc(-c2ccccc2)oc2cc(O)c(O)c(O)c12	11*	30	12	12*	x	10	-0.5	-3	-2	3	7
O=C(CCNS(=O)(=O)c1ccc(Br)s1)NC1CCCC1	-0.2	x	-1.4	3.0	-10	5	-0.6	-6	-15	3	-6
COc1ccc(C)cc1NC(=O)CN(c1ccccc1)S(C)(=O)=O	-0.6	3	2.8	0.6	15	-1	1.0	-5	-20	-6	-9
CCOCCCNC(=O)c1cccc(OC2CCN(S(C)(=O)=O)CC2)c1	-3.2	-10	1.1	1.6	-6	-4	-1.7	-4	-8	8	6
COc1ccc(-c2nc(CS(=O)CC(=O)N3CCc4ccccc4C3)c(C)o2)cc1 (centres undefined)	1.5	3	2.9	-2.1	11	-4	-0.2	16	-7	1	5
Cc1nnc(N=c2ssnc2Cl)o1	0.0	143*	6.1	3.7	606*	1	0.8	-7	9	-5	-1
CCC(CO)Nc1ncc([N+](=O)[O-])cc1C#N (centres undefined)	0.5	2	3.4	3.9	0	-8	0.1	-4	-5	0	8
COc1ccc(-n2c(CCc3ccccc3)n[nH]c2=S)cc1	-1.5	-16	-0.2	3.0	-7	-10	0.8	-13	-3	-4	-3
CCOc1ccc(S(=O)(=O)N(CC)CC(=O)N2CCCC2)cc1C	1.3	31	-1.0	-2.8	245	3	-0.4	7	-9	2	2
Oc1cccc(/C=N/N2CCN(C3c4ccccc4-c4ccccc43)CC2)c1	-0.9	2	0.2	3.1	-6	15	5.2	2	-25	-26	-3
Nc1ccc(S(=O)(=O)Nc2nc(-c3ccccc3)cc(-c3ccccc3)n2)cc1	0.0	5	2.1	2.7	-8	1	-4.6	-20	-1	23	-6
CC(=O)C1=C(N2CCCCC2)CCC1=O	1.4	-4	3.4	0.2	0	-5	-1.1	-4	10	5	0
O=C(CN1C(=O)S/C(=C\c2ccccc2F)C1=O)Nc1ccccc1O	-0.7	19	2.9	-1.7	30	-6	2.9	-8	1	-17	-4
CN(C)/C=N/c1nc2nccc(-c3cccnc3)n2n1	1.7	19	5.0	1.7	19	-14	-1.9	-1	8	9	8
CC1=C(C)CC(C(=O)NCc2ccc3c(c2)OCO3)C(C(=O)O)C1 (centres undefined)	-1.9	12	0.1	2.1	43	4	1.7	6	10	-9	3
CCOC(=O)[C@@H]1[C@H]2COc3ccc(Br)cc3[C@@H]2N2C(=O)N(c3ccc(C(F)(F)F)cc3)C(=O)[C@]12C	2.9	-5	2.9	3.0	-2	3	-0.9	-5	11	5	5
OCCN(CCO)c1ccc(C(c2ccc(Cl)cc2)c2ccc(N(CCO)CCO)cc2Cl)c(Cl)c1	-3.0	-15	-1.0	2.9	25	6	-0.6	-8	16	3	0
Cc1ccc(CN2CCN(C(=O)C3CCCO3)CC2)cc1 (centres undefined)	-0.9	x	1.3	4.1	-25	-3	-0.5	-8	-13	2	1
CC(=O)NC(c1ccco1)c1cc(Cl)c2ccc(Cl)nc2c1O (centres undefined)	-1.5	x	-3.5	-2.3	7	4	-2.0	4	9	11	1
Cc1cccc(NC(=O)CCS(=O)(=O)c2ccc3c(c2)NC(=O)CS3)n1	3.6	12	3.5	3.0	-6	-10	-3.5	-8	-15	17	1
